# ATXN2 expr inh: inhibitors of ATXN2 expression; HEK-293 ATXN2-luciferase reporter, luminescence, 24 h; Potency, µM (titrated, usually from 57 µM), for inactives: at the top dose activity change, negative = inhibition, actives largely listed as inhibitors; 0.72% of 360,000 active; AID 1745845; further: potency means the concentration at half of the fitted maximal effect; on the % scale 0 is the no-effect control and ±100 the full control effect; nearly all actives have a fitted effect of over 55% in size
#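 ATXN2-luciferase reporter cells (luciferase flanked by upstream and downstream ATXN2 gene portions) were treated 24 h at 37 °C with compounds at up to 57 uM. SteadyGlo luminescence gave expression; GF-AFC fluorescence gave viability.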
# IL-1B inflam inh: blocks inflammasome-driven IL-1 beta release | THP-1 LPS/ATP IL-1B secretion, AlphaLISA, 16 h; active compounds read low | activity change, % at 57.5 µM | 4.7% of 360,000 active | AID 743279; in the data active means activity change below about -50%; inconclusive means mostly about -30% to -49%; further: on the % scale 0 is the no-effect control and ±100 the full control effect
#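 Secreted IL-1B measured by AlphaLISA bead assay after 16 h compound exposure of THP-1 cells; compounds (final up to 57.5 uM) added 1 h before LPS (250 ng/mL) and ATP (1.25 mM) stimulation; lower signal means less secretion.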
# SW480 rereplic: induces DNA re-replication in SW480 colon adenocarcinoma cells; SW480 DNA re-replication, Hoechst DNA content imaging, 48 h; Potency, µM (series often up to 46.1 µM), inactives show at the top dose re-replication activation, most hits filed as activators; 1.8% of 340,000 active; AID 624297; further: potency means the concentration at half of the fitted maximal effect; % of control where 0% means no effect; nearly all actives have a fitted effect of over 55% in size
#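 First, 250 cells per well were seeded. Next, compound or vehicle (23 nL) was pinned in, plates sat 48 hr at 37 C. Finally Hoechst was added for 40 min before fluorescence scanning.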
# HT1080 IDH1KD tx: kills HT-1080 cells with IDH1 knockdown | Potency, µM (doses to about 46.1 µM), for the others: at the highest dose activity, negative = toxicity, hits mostly cytotoxic | 2% of 360,000 active | HT-1080 IDH1 knockdown viability, ATP luminescence, 48 h | AID 686971;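 further: potency means the concentration at half of the fitted maximal effect; 0% = DMSO wells and -100% = cell-free medium wells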
#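 After a 2 h attachment period, IDH1KD HT-1080 cells took pin-transferred compound for 48 h at 37 °C; ATP-based luminescence after 10 min room-temperature reagent incubation reported viability.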
# HT1080NT lethal: kills 2HG-producing HT-1080-NT fibrosarcoma cells. HT-1080-NT fibrosarcoma viability, CellTiter-Glo ATP luminescence, 48 h. Potency, µM (highest dose often 46.1 µM), inactives show at the highest dose activity, negative = less viability, usual class: cytotoxic. 1.6% of 360,000 active;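 further: NT is the 2HG producing partner of a matched IDH1 knockdown line; potency means the concentration at half of the fitted maximal effect; 0% = DMSO-treated cells and -100% = media-only wells without cells; nearly all actives have a fitted effect of over 55% in size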
#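 Viability by CellTiter-Glo luminescence after 48 h compound exposure at 37C of HT-1080-NT cells (750/well, RPMI, 5% FBS). % activity scaled between DMSO wells and medium-only wells, then curve-fitted and categorized by curve class.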
# ATXN viability: viability counter-screen for ATXN expression inhibitors; S2 cells (HEK-293 line with an ATXN2-luciferase reporter) viability, CellTiter-Fluor protease fluorescence, 24 h; Potency, µM (highest dose often 56.7 µM), actives largely listed as cytotoxic; 0.49% of 400,000 active; AID 651635; further: potency means the concentration at half of the fitted maximal effect; nearly all actives have a fitted effect of over 40% in size
# KB-V1 cytotox: KB-V1 MDR subline cytotoxicity; 3.4% of 400,000 active; Potency, µM (top dose mostly 46.1 µM), inactives show top-dose activity change, negative = cytotoxicity, hits mostly cytotoxic; KB-V1 MDR cells viability, CellTiter-Glo, 72 h; AID 1347076; further: potency means the concentration at half of the fitted maximal effect; on the % scale 0 is the no-effect control and ±100 the full control effect; nearly all actives have a fitted effect of over 60% in size
#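 KB-V1 MDR subline cells in DMEM (phenol-red free, 10% FBS) exposed to compounds in qHTS concentration series for 72 h at 37 degrees C. Viability read by CellTiter-Glo luminescence; concentration-effect curves fitted after normalization and correction.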
# MCF10A rereplic: DNA re-replication induction in MCF 10a cells | MCF 10A DNA re-replication, Hoechst nuclear intensity, 48 h | Potency, µM (series often up to 46.1 µM), inactives show top-dose activity, positive = re-replication, hits mostly activators | 2.9% of 350,000 active | AID 624296; further: potency means the concentration at half of the fitted maximal effect; % of control where 0% means no effect; nearly all actives have a fitted effect of over 50% in size
# KB-3-1 cytotox: kills parental KB-3-1 adenocarcinoma cells. KB-3-1 viability, CellTiter-Glo ATP luminescence, 72 h. 1.4% of 400,000 active. Potency, µM (top dose mostly 46.1 µM), without a hit: at the highest dose activity change, negative = cytotoxic, usual class: cytotoxic; further: potency means the concentration at half of the fitted maximal effect; on the % scale 0 is the no-effect control and ±100 the full control effect; nearly all actives have a fitted effect of over 60% in size
#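 Cytotoxicity in the drug-sensitive parental line KB-3-1 was scored as loss of CellTiter-Glo luminescence following 72 h incubation with compound. Values come from curve fitting of normalized concentration-response data.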
# * = called active by the depositor; i = inactive; u = inconclusive; x = not tested or not shown; [ ] = remark or other dose. Unless noted, the call rests on the fitted dose curve; in most records, active means well fitted curve in the direction sought with a large enough effect; inconclusive means small, poorly fitted or top-dose-only effect, or another doubt; inactive means no such curve, though single readings can be large; an effect the other way counts as inactive or inconclusive.
# Screens in order – ATXN2 expr inh	IL-1B inflam inh	SW480 rereplic	HT1080 IDH1KD tx	HT1080NT lethal	ATXN viability	KB-V1 cytotox	MCF10A rereplic	KB-3-1 cytotox
[1] CS(=O)(=O)Cc1ccc(C(=O)NC(c2ccccc2)c2ccccc2)cc1
  0%	-14	9%	0%	-12%	i	0%	-6%	11%
[2] Cc1cc(C(=O)N/N=C/c2sccc2C)no1
  18%	-3	-2%	15%	28%	i	u	-1%	-3%
[3] CCOC(=O)c1c(/N=C/c2cc([N+](=O)[O-])ccc2O)sc(C)c1C
  1%	17	0%	11%	0%	i	3%	-4%	2%
[4] NS(=O)(=O)c1cccc(NC(=O)CSc2nc3ccccc3c(=O)n2CCCN2CCOCC2)c1
  1%	-27	-6%	6%	2%	i	0%	11%	11%
[5] S=C(Nc1ccc(Cl)cc1)N(CCCN1CCOCC1)Cc1ccco1
  -27%	0	-2%	5%	4%	i	-5%	10%	-4%
[6] Cc1nc2ccccc2c2ncccc12
  -8%	-2	-7%	-3%	2%	i	-2%	-9%	-1%
[7] COc1ccc(CNC(=O)[C@H](C)[C@@H]2C[C@@]2(C)[C@@H](NC(=O)OCc2ccccc2)c2ccccc2)cc1OC
  -6%	-27	u	0%	6%	i	u	-3%	-12%
[8] COc1cc(NC(=O)C(Cc2ccccc2)n2cccc2)cc(OC)c1 (configuration not stated)
  u	-17	u	-8%	-10%	i	-7%	u	0%
[9] Cc1ccc(NC(=S)NC(=O)C2CCC2)cc1C
  60%[activator]	-3	-1%	0%	13%	i	10%	0%	6%
[10] COc1ccc(S(=O)(=O)N2CC(C(=O)O)Oc3ccccc32)cc1 (configuration not stated)
  -19%	21	-10%	0%	9%	i	-6%	-1%	7%
[11] O=[n+]1cc(-c2cccc3ccccc23)n([O-])c2c1CCC2
  24%	46	-4%	21%	12%	u	13%	3%	-1%
[12] C/C(=N\NS(=O)(=O)c1ccc(C)cc1)c1cccs1
  2%	-16	-20%	-2%	1%	i	6%	3%	15%
[13] CCCS(=O)(=O)NCc1cn2cccc(C)c2n1
  -8%	0	10µM*	u	10%	i	5%	2.6µM*	0%
[14] O=C1Cc2c(-c3ccccc3)cc(-c3cccc(Cl)c3)nc2-c2ccccc2N1
  u	0	3%	-10%	-2%	u	-3%	u	u
[15] COCCNC(=O)C1(C)CCCN(CCOc2ccc(Cl)cc2)C1 (configuration not stated)
  -10%	-1	x	11%	18%	i	1%	x	0%
[16] Cc1ccc(NC(=O)C(C)SCc2nc3sc(C)c(C)c3c(=O)[nH]2)nc1 (configuration not stated)
  -3%	1	-13%	17%	9%	i	-1%	-22%	25%
[17] COc1ccc(S(=O)(=O)NC2CCCCC2)cc1F
  -5%	12	-12%	-2%	-2%	i	-15%	0%	-3%
[18] CC[C@]12c3[nH]c4cc(-c5ccco5)ccc4c3CCN1C(=O)[C@@H](CC(=O)NCCCn1ccnc1)C[C@@H]2C(=O)N1CCN(C(=O)C2CC2)CC1
  14%	0	-7%[9.22 µM]	9%	1%	i	-3%	-10%	u
[19] CC1CN(CC(=O)Nc2nc3ccccc3s2)CC(C)O1 (configuration not stated)
  5%	23	0%	-8%	1%	i	0%	u	-6%
[20] Cc1ccccc1-c1nc(CS(=O)CC(=O)NCCN2CCN(Cc3ccccc3)CC2)c(C)o1 (configuration not stated)
  -13%	8	0%	u	-20%	i	u	-1%	4%
[21] CCOC(=O)C1=C(C)NC(=S)N(C(C)=O)C1c1ccc(OC)c(OC)c1 (configuration not stated)
  -9%	-3	-2%	u	u	u	-13%	u	15%
[22] O=C(NCc1cccnc1)/C(=C/c1ccc(Cl)cc1)NC(=O)c1ccccc1
  -14%	-4	-4%	9%	0%	i	-14%	4%	3%
[23] c1ccc(CCCc2nc(-c3ccccn3)no2)cc1
  65%[activator]	-11	-3%	6%[9.24 µM]	-18%	i	-15%	4%	9%
[24] CC(C)c1ccc(C2C3=C(CC(C)(C)CC3=O)NC3=C2C(=O)c2ccccc23)cc1 (configuration not stated)
  u	u	u	u	u	14µM*	u	u	u
[25] Cc1ccc(NC(=O)C2CCCN2S(=O)(=O)c2cccc3nsnc23)cc1Cl (configuration not stated)
  -32%	x	x	x	x	u	u	x	u
[26] Cc1cc2ncn(C(=O)N3CCCC3)c2cc1C
  5%	11	-5%	3%	-3%	i	15%	-12%	2%
[27] COc1ccc(CNC(=O)C(c2ccco2)N(C(=O)c2snc(C(N)=O)c2N)c2cccc(OC)c2)cc1 (configuration not stated)
  3%	92	u	u	-20%	i	-12%	u	-4%
[28] COc1cc(CCC(=O)Nc2cc(S(=O)(=O)N3CCOCC3)ccc2OC(C)C)cc(OC)c1OC
  x	-10	x	-2%	-4%	i	-2%	x	1%
[29] Cc1cc(C)c(NS(=O)(=O)c2c(C(=O)N3CCOCC3)c(C)n(C)c2C)c(C)c1
  x	9	-29%	2%	7%	i	7%	1%	0%
[30] CCc1ccc(S(=O)(=O)c2nnn3c2nc(Nc2ccc(F)cc2)c2cc(Cl)ccc23)cc1
  11%	x	x	x	x	i	-10%	x	-7%
[31] O=C(O)CCC(=O)NNc1ccccc1[N+](=O)[O-]
  3%	13	72%	20%	15%	i	u	104%	18%
[32] C=C(C)COc1ccc(-c2nc(N)ncc2-c2ccc(OC)c(OC)c2)c(O)c1
  -1%	-28	13%	-21%	-32%	i	-18%	u	-10%
[33] O=C(Oc1ccc(Br)cc1C(=O)/C=C/c1ccccc1F)c1ccco1
  u	-98*	u	u	u	u	-10%	u	-8%
[34] COc1ccc(/C=N/NC(=O)C(=O)Nc2ccccn2)cc1OC
  7%	31	-4%	3%	3%	u	u	-6%	7%
[35] COCc1nnc(NC(=O)c2ccc(S(=O)(=O)N(C)Cc3ccccc3)cc2)o1
  u	75	u	-18%	u	i	-21%	-12%	u
[36] COc1ccc(CNC(=O)c2cccc3c(-c4cccc(C(N)=O)c4)coc23)cc1OC
  32µM*	52	x	5.8µM*	u	18µM*	u	x	u
[37] O=C(CNC(=O)c1ccc(Cl)cc1)N/N=C/C=C/c1ccccc1
  -15%	-1	12%	-10%	0%	i	5%	1%	-2%
[38] CCC1CCCCN1C(=O)CSc1nc(-c2ccc(OC)c(OC)c2)cc(C(F)(F)F)n1 (configuration not stated)
  -11%	x	x	x	x	i	u	x	-7%
[39] C=CCSc1nnc(CNC(=O)c2ccccc2C)n1C(C)C
  -8%	2	0%	0%	15%	i	6%	6%	18%
[40] CC(C)(C)C(=O)Nc1nnc(SCC(=O)NC2CC2)s1
  -10%	1	2%	19%	24%	i	16%	0%	3%
[41] Cc1csc(SCC(=O)NC(C)c2ccc(F)cc2)n1 (configuration not stated)
  -16%	-11	-10%	17%	13%	i	-23%	2%	15%
[42] CCCCCCC(=O)OCC(=O)c1ccc2c(c1)NC(=O)CO2
  33%	-20	0%	13%	2%	i	9%	-1%	u
[43] CC(Sc1ccc(Cl)cc1)C(=O)Nc1ccccc1C(=O)N1CCOCC1 (configuration not stated)
  -1%	-5	-6%	4%	8%	i	1%	-13%	5%
[44] O=C1CC(Cc2ccc(Cl)cc2)C(=O)N1c1cc(Cl)ccn1 (configuration not stated)
  -4%	11	-14%	7%	-1%	u	14%	-1%	16%
[45] Cc1cccc(OCC(O)CN2CCOCC2)c1 (configuration not stated)
  x	-15	2%	-1%	-1%	i	5%	-3%	2%
[46] CN(C)C(=S)NC(=O)C12CC3CC(C)(CC(C)(C3)C1)C2
  u	6	-5%	10%	4%	i	-6%	3%	20%
[47] O=C(Nn1cnc2ccccc2c1=O)c1ccccc1[N+](=O)[O-]
  18%	0	1%	10%	8%	i	7%	5%	1%
[48] O=C1OC(c2ccccc2)=N/C1=C\N1CCCCC1
  51%[activator]	-17	-31%[inhibitor]	-20%	2%	i	-21%	-3%	1%
[49] C[C@@H]1COC(=O)[C@@H](CC(=O)OC(C)(C)C)C/C=C\C[C@@H](CC(=O)N(CCO)Cc2ccccc2)C(=O)N1
  -1%	-13	-8%	0%	1%	i	0%	19%	0%
[50] CCOC(=O)COc1ccc(F)cc1C(=O)c1ccn2nc(-c3ccc(Cl)cc3)cc2n1
  2%	x	x	x	x	i	u	x	24%

# The results go on.
# Screens in order – ATXN2 expr inh	IL-1B inflam inh	SW480 rereplic	HT1080 IDH1KD tx	HT1080NT lethal	ATXN viability	KB-V1 cytotox	MCF10A rereplic	KB-3-1 cytotox
[51] CC(=O)NC(Cc1ccc(F)c(F)c1)C(=O)NC1CCN(S(=O)(=O)c2ccc(C)cc2)CC1 (configuration not stated)
  6%	2	0%	3%	6%	i	12%	-1%	11%
[52] CCN1CCN(c2ccc(NC(=O)CCc3c(C)nc4c(-c5ccc(F)cc5)c(C)nn4c3C)cc2)CC1
  x	u	u	-27%	-6%	u	15%	-2%	1%
[53] N#C/C(=C\c1ccc(Cl)cc1)c1nc(-c2cc3c(ccc4ccccc43)oc2=O)cs1
  7%	x	x	x	x	i	u	x	3%
[54] O=[N+]([O-])c1ccc(COc2ccc(Br)cc2CN2CCOCC2)cc1
  5%	0	9%	-2%	7%	u	-19%	2%	-10%
[55] O=C(c1nnc(Cc2ccc(Cl)cc2)o1)N1CCOCC1
  8%	-1	1%	18%	1%	i	-7%	-3%	8%
[56] COc1cc(C)ccc1OCCCOc1ccccc1Cl
  60%[activator]	-16	-6%	1%	7%	i	2%	u	-7%
[57] COc1ccccc1C(=O)N1CCNC(=O)C1CC(=O)Nc1cccc(C)c1 (configuration not stated)
  9%	12	-1%	13%	1%	i	13%	-6%	9%
